# Source: PubChem
# HttQ103 aggreg: mutant huntingtin aggregation inhibition | 220,000 compounds, 1.1% hits | Potency, µM (top dose mostly 46.1 µM), for the others: at the highest dose activity change, negative = inhibition, most hits filed as inhibitors | AID 1688 | PC12 HttQ103-GFP aggregates, Acumen cytometry, 40 h; further: on the % scale 0 is the no-effect control and ±100 the full control effect; nearly all actives have a fitted effect of over 60% in size
#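 Steps: seed 1500 PC12 HTTQ103-GFP cells/well; add tebufenozide, 100 nM final; add compound titration; add ATPLite reagent; quantify GFP aggregates by laser scanning cytometry.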
# GAA spleen mod: lysosomal alpha-glucosidase (human) modulation. human spleen homogenate, 4-MU-alpha-glucoside fluorescence. Potency, µM (top dose mostly 79.9 µM), for inactives: top-dose activity change, negative = inhibition, usual class: inhibitors. 240,000 compounds, 0.006% hits. AID 2112;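 further: 0% = enzyme with vehicle and -100% = no enzyme basal signal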
#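 Enzyme source: human spleen homogenate, 1 ug/well. Buffer 50 mM citric acid/K phosphate pH 5.0, 0.01% Tween-20. 4-MU-alpha-glucoside 1 mM; 37 C x 40 min; NaOH/glycine stop; fluorescence.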
# GAA inhib: inhibitors of human lysosomal alpha-glucosidase. purified human GAA, 4-MU-alpha-glucoside fluorescence. Potency, µM (series often up to 76.9 µM), inactives show top-dose activity change, negative = inhibition, actives largely listed as inhibitors. 200,000 compounds, 0.005% hits. AID 1466;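 further: plate controls were uninhibited enzyme wells for no effect and no-enzyme background for full effect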
#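 Fluorescence at Ex 365/Em 440 nm from 4-methylumbelliferone reported enzyme activity after 20 min at room temperature. Reactions used 4 nM enzyme and 400 uM substrate at pH 5.0; curves fitted with the Hill equation.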
# RGS12 GoLoco inh: inhibitors of human Gai1-RGS12 GoLoco interaction (red fluorophore). P63096. Gai1:RGS12 GoLoco peptide FP, rhodamine, 10 min. Potency, µM (highest dose often 61.6 µM), for inactives: top-dose activity, negative = inhibition, hits mostly inhibitors. 230,000 compounds, 0.44% hits; active means well fitted inhibition curve with a large enough effect, not every such curve was filed as active; inactive means no such curve, though single readings can be large or run the other way; further: on the % scale 0 is the no-effect control and ±100 the full control effect; nearly all actives have a fitted effect of over 30% in size; many of its hits are not listed in these tables
# Target sequence (P63096 whole entry, looked up): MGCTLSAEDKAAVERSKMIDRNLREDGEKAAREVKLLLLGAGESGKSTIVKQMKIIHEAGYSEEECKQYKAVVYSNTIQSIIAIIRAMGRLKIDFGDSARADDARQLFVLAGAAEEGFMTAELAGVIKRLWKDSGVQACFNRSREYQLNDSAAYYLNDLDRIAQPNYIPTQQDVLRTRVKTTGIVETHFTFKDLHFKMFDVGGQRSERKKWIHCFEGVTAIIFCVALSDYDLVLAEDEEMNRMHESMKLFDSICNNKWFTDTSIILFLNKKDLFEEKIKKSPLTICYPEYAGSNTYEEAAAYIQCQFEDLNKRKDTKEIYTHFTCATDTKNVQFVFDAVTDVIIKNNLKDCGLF
# HTT ATP protect: cytoprotection in Huntington HTT-Q103 PC12 cell model. 230,000 compounds, 0.14% hits. PC12 HTT-Q103 induced, cytoprotection, ATP luminescence, 40 h. AID 1471. Potency, µM (titrated, usually from 56.4 µM), for inactives: cytoprotection (ATP increase), hits mostly activators;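 further: % of control where 0% means no effect; nearly all actives have a fitted effect of over 45% in size; toxic huntingtin expression switched on by the ecdysone agonist tebufenozide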
#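 PC12 cells stably carrying ecdysone-inducible Htt exon 1 (Q103)–GFP were induced with 100 nM tebufenozide (final) alongside library compounds in a dose series. Cytoprotection was scored as retained ATP by ATPlite luminescence.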
# IMPase Li cell: IMPase inhibition in cells with lithium potentiation; CHO-M1 cells, IP1 TR-FRET (IP-One), carbachol + lithium; Potency, µM (series often up to 59.4 µM), for inactives: top-dose activity, negative = IMPase inhibition, most hits filed as inhibitors; 210,000 compounds, 0.35% hits;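 further: IP1 builds up when IMPase is blocked and the TR-FRET signal falls; plate controls were basal vehicle for no effect and high inhibitor control for full effect; nearly all actives have a fitted effect of over 50% in size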
#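 Steps: plate 2000 CHO-M1 cells per well and culture 16–30 h; add compound and lithium; incubate 30 min, 37C; add d2-IP1 tracer and Eu cryptate anti-IP1 antibody in lysis buffer; read after 10 min at room temperature.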
# GAA glycogen: alters human alpha-glucosidase cleavage of glycogen; 300,000 compounds, 0.38% hits; AID 2100; P10253; Potency, µM (top dose mostly 76.4 µM), for inactives: top-dose activity change, negative = inhibition, actives largely listed as inhibitors; recombinant GAA, glycogen substrate, Amplex Red glucose oxidase fluorescence;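 further: 0% = full enzyme reaction and -100% = no-enzyme basal signal; the screen sought inhibitors and activators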
#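 qHTS, 1536-well; enzyme 4 nM final; cpd up to 77 uM; substrate bovine liver glycogen 30 ug; 50 mM citrate/phosphate pH 5.0, 0.01% Tween-20; 37 C, 40 min; Amplex Red detection 45 min RT; Hill fit → AC50.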
# * hit, by the source's call; ? = inconclusive; / = not tested or not shown; [ ] = another dose, or the depositor's remark. Unless noted, the call rests on the fitted dose curve; in most records, active means well fitted curve in the direction sought with a large enough effect; inconclusive means small, poorly fitted or top-dose-only effect, or another doubt; inactive means no such curve, though single readings can be large; an effect the other way counts as inactive or inconclusive. Potency means the concentration at half of the fitted maximal effect. Not all compounds are listed (hit frequency here may not be typical).
item	molecule	HTT ATP protect	IMPase Li cell	RGS12 GoLoco inh	HttQ103 aggreg	GAA inhib	GAA glycogen	GAA spleen mod
1	COc1ccc(-n2cnnc2SCC(=O)Nc2cc(S(=O)(=O)N3CCCCC3)ccc2C)cc1	-14%[0.074 µM]	2%	5%	1%	-5%	9%	-1%
2	CC(C)C(=O)Nc1c(C(=O)c2ccc(F)cc2)oc2ccccc12	1%	?	0%	-3%	-5%[15.4 µM]	5%	2%
3	Cc1cc2ccccc2n1CCNC(=O)C1CCCCC1	5%[10 µM]	25%[38.3 µM]	19%	3%	-17%	5%	9%
4	CC(C)C(=O)Nc1cccc(S(=O)(=O)c2cccc(NC(=O)C(C)C)c2)c1	32%[10 µM]	9%	-3%	-31%	-9%	-11%	-14%
5	CC(C)c1ccc(S(=O)(=O)c2ccc(NN)cc2)cc1	5%[10 µM]	16%	6%	-5%	-5%	?	-5%
6	N#C/C(=C\c1ccc(OCc2ccccc2)cc1)C(=O)Nc1nc2c(s1)CCN(Cc1ccccc1)C2	4%[10 µM]	-3%	2%	8%	2%	-1%	-6%
7	O=C(NC1CCCCNC1=O)c1ccccc1 (centres undefined)	2%[10 µM]	/	-1%	0%[9.22 µM]	/	3%	8%
8	Cc1c(C)c(C)c(S(=O)(=O)N2CCSCC2)c(C)c1C	32%[10 µM]	/	8%	1%[9.22 µM]	-4%	4%	2%
9	Nc1nc2c(ncn2[C@@H]2O[C@H](COP(=O)(O)OP(=O)(O)O)[C@@H](O)[C@H]2O)c(=O)[nH]1	?	0%	-1%	/	/	/	1%
10	COc1ccnc(Oc2ccc(C)cc2C)c1C#N	-3%	-7%[38.3 µM]	11%	8%	?	-18%	6%
11	CCC(=O)Nc1ccc(C(=O)Cn2ncc(Cl)c(Cl)c2=O)cc1	-22%[10 µM]	/	35%[activator]	9%[9.22 µM]	-23%	7%	-1%
12	Cc1ccc2nsnc2c1NC(=O)COc1ccccc1	-30%[inhibitor]	-4%	-4%	7%	-5%	2%	/
13	Cc1nn(CC(=O)Nc2ccc(Cl)cn2)c(C)c1[N+](=O)[O-]	-2%[10 µM]	9%[38.3 µM]	5%	8%	3%	-1%	-1%
14	Cn1c(Oc2ccc(F)cc2)c(C=O)c2ccccc21	-49%	3%	6%	-30%	5%	10%	/
15	COc1cccc(-n2cc(CN(C)Cc3nc(Cc4cccc(F)c4)no3)cn2)c1	1%[10 µM]	9%	5%	8%[9.22 µM]	?	-4%	-4%
16	COCCNc1nc2c(c(=O)n(C)c(=O)n2C)n1Cc1cccc(C(F)(F)F)c1	0%[10 µM]	28%[38.3 µM]	-11%	?	0%	0%	-7%
17	N#C/C(=C\c1ccc(OC(=O)c2ccc(Cl)s2)cc1)c1nc2ccccc2[nH]1	-9%[10 µM]	-12%	62%[activator]	-5%	-2%	-2%	3%
18	Cc1cccc(C)c1Nc1nnc(SC/C(O)=C(\C#N)c2nc3ccccc3[nH]2)s1	14%[10 µM]	3%	59%[activator]	23%	1%	3%	3%
19	Cc1ccccc1C(=O)NNC(=O)c1ccc(Br)cc1	-58%[inhibitor]	16%	8%	2%	-2%	5%	-4%
20	CC1C(O)CC2C(C(=O)O)=CO[C@@H](O[C@H]3OC(CO)C(O)C(O)C3O)C21 (some centres undefined)	/	10%	0%	/	/	/	-5%
21	Cn1c(Cn2c(=O)sc3ccccc32)nnc1SCC(N)=O	26%[10 µM]	-1%	8%	5%	2%	2%	6%
22	CCCc1cc(N2CCN(C(=O)c3ccco3)CC2)n2c(nc3ccccc32)c1C#N	-27%	-1%[38.3 µM]	45%[activator]	4%	-8%	-1%	0%
23	Nc1nc(SCC(=O)NCCO)nc2sc3c(c12)CCCC3	-58%[inhibitor]	-12%	3%	-3%	-2%	-20%	-1%
24	O=C(c1ccc(Cl)cc1)C1CCCN(C(=O)c2csnn2)C1 (centres undefined)	-7%[10 µM]	6%	-6%	-21%[9.22 µM]	/	-8%	12%
25	CCC(C)C(NC(=O)C(C)NC(=O)CNC(=O)OC(C)(C)C)C(N)=O (centres undefined)	14%[10 µM]	10%	5%	6%[9.22 µM]	0%	19%	-5%
26	COc1cc(/C=C/C(=O)OCC(=O)Nc2sc3c(c2C#N)CCC(C)C3)ccc1OCC#N (centres undefined)	-71%[inhibitor]	2%	36%[activator]	6%[9.22 µM]	?	19%	-1%
27	CCOc1ccc(-c2n[nH]c(=S)o2)cc1	-105%[inhibitor]	-23%	1%	-7%	-1%	-1%	2%
28	NC(=O)COn1c(SCC(N)=O)nc2ccccc2c1=O	-8%[10 µM]	/	-1%	-10%[9.22 µM]	/	6%	2%
29	O=C(C1CCN(S(=O)(=O)c2cccs2)CC1)N1CCN(Cc2ccccc2)CC1	-20%	9%	-1%	-5%	2%	0%	0%
30	COC(=O)c1cc(NC(=S)Nc2cc(Cl)cc(Cl)c2)cc(C(=O)OC)c1	/	15%	2%	?	2%	-3%	5%
31	Cc1ccc(C(=O)N2CCN(c3ccc(NC(=O)CSc4ccc(Cl)cc4)cc3)CC2)cc1	/	6%	2%	-2%	-3%	1%	-2%
32	CSC1=C(C#N)C(c2ccccc2Cl)C2=C(CCCC2=O)N1 (centres undefined)	3%	-4%[38.3 µM]	-8%	-22%	-2%	6%	-3%
33	O=C(NCCc1cccc(Cl)c1)c1cccc([N+](=O)[O-])c1	-17%[10 µM]	5%	35%[activator]	-12%	4%	-3%	2%
34	Clc1cnc2nc(SC/C=C/c3ccccc3)[nH]c2c1	1%[10 µM]	/	14%	21%[9.22 µM]	/	-4%	-8%
35	CCCNc1cc(C)oc(=O)c1C(=O)CCC	-8%	-7%[38.3 µM]	7%	-9%[9.22 µM]	2%	2%	-4%
36	COc1cccc(NC(=O)N(CCCN2CCOCC2)C(C)c2cc3cccc(OC)c3o2)c1 (centres undefined)	11%[10 µM]	4%	6%	28%	12%	-1%	3%
37	O=C(CCCNS(=O)(=O)c1cccc2nsnc12)NCc1ccc(Cl)cc1	-17%	-12%[38.3 µM]	-18%	-14%	2%	10%	-3%
38	Cc1ccc(NC(=O)C[n+]2ccccc2)cc1[N+](=O)[O-]	27%	7%[38.3 µM]	-10%	-4%	8%	6%	-23%
39	CCCCOC(=O)/C(=C/c1cn(C)c2ccccc12)NC(=O)c1ccc(OC)cc1	-27%[10 µM]	-2%	-6%	-15%	6%	-11%	-2%
40	CN(C)CCCN(C(=O)COc1ccccc1)c1nc2c(F)cccc2s1	-13%	5%	13%	13%	-6%	3%	/

# In another format: eleven of the compounds above
30: COC(=O)c1cc(NC(=S)Nc2cc(Cl)cc(Cl)c2)cc(C(=O)OC)c1
31: Cc1ccc(C(=O)N2CCN(c3ccc(NC(=O)CSc4ccc(Cl)cc4)cc3)CC2)cc1
32: CSC1=C(C#N)C(c2ccccc2Cl)C2=C(CCCC2=O)N1 (centres undefined)
33: O=C(NCCc1cccc(Cl)c1)c1cccc([N+](=O)[O-])c1
34: Clc1cnc2nc(SC/C=C/c3ccccc3)[nH]c2c1
35: CCCNc1cc(C)oc(=O)c1C(=O)CCC
36: COc1cccc(NC(=O)N(CCCN2CCOCC2)C(C)c2cc3cccc(OC)c3o2)c1 (centres undefined)
Compound | 30 | 31 | 32 | 33 | 34 | 35 | 36
HTT ATP protect | / | / | 3% | -17%[10 µM] | 1%[10 µM] | -8% | 11%[10 µM]
IMPase Li cell | 15% | 6% | -4%[38.3 µM] | 5% | / | -7%[38.3 µM] | 4%
RGS12 GoLoco inh | 2% | 2% | -8% | 35%[activator] | 14% | 7% | 6%
HttQ103 aggreg | ? | -2% | -22% | -12% | 21%[9.22 µM] | -9%[9.22 µM] | 28%
GAA inhib | 2% | -3% | -2% | 4% | / | 2% | 12%
GAA glycogen | -3% | 1% | 6% | -3% | -4% | 2% | -1%
GAA spleen mod | 5% | -2% | -3% | 2% | -8% | -4% | 3%

37: O=C(CCCNS(=O)(=O)c1cccc2nsnc12)NCc1ccc(Cl)cc1
38: Cc1ccc(NC(=O)C[n+]2ccccc2)cc1[N+](=O)[O-]
39: CCCCOC(=O)/C(=C/c1cn(C)c2ccccc12)NC(=O)c1ccc(OC)cc1
40: CN(C)CCCN(C(=O)COc1ccccc1)c1nc2c(F)cccc2s1
Compound | 37 | 38 | 39 | 40
HTT ATP protect | -17% | 27% | -27%[10 µM] | -13%
IMPase Li cell | -12%[38.3 µM] | 7%[38.3 µM] | -2% | 5%
RGS12 GoLoco inh | -18% | -10% | -6% | 13%
HttQ103 aggreg | -14% | -4% | -15% | 13%
GAA inhib | 2% | 8% | 6% | -6%
GAA glycogen | 10% | 6% | -11% | 3%
GAA spleen mod | -3% | -23% | -2% | /

# Following part.
item	molecule	HTT ATP protect	IMPase Li cell	RGS12 GoLoco inh	HttQ103 aggreg	GAA inhib	GAA glycogen	GAA spleen mod
41	C=CCSc1nnc(Cn2c(=O)sc3ccccc32)n1C	12%	0%	-1%	-13%	3%	-4%	-12%
42	COc1ccc(NC(=S)NN2CCN(C)CC2)cc1	-10%	-6%[38.3 µM]	8%	-17%	6%	-1%	1%
43	Cc1cc(C)cc(Cn2ncc(Cl)c(Cl)c2=O)c1	/	3%	1%	?	-9%	4%	6%
44	CCOc1cc(/C=N/O)ccc1OS(=O)(=O)c1ccc(C)cc1	-13%	14%[38.3 µM]	5%	5%	?	?	-6%
45	COc1cccc(/C=C(\C(=O)O)c2ccccc2)c1	-49%[inhibitor]	-2%	1%	3%	6%	2%	-13%
46	COC(=O)Cc1ccc(NC(=S)NNC(=O)C2CC2)cc1	-5%[10 µM]	/	9%	-11%[9.22 µM]	/	?	-6%
47	OC(COc1ccc(CNCCc2ccc(C(F)(F)F)cc2)cc1)CN1CCCCC1 (centres undefined)	-65%[inhibitor][10 µM]	25%	19%	-35%[9.22 µM]	15%	8%	-2%
48	CCc1ccc(NC(=O)Nc2cccc(OC)c2)cc1	/	18%	-4%	-5%	-1%	-17%	4%
49	Cc1onc(-c2ccccc2Cl)c1C(=O)Nc1cccc2nsnc12	-5%[10 µM]	24%[38.3 µM]	0%	-21%	8%	-9%	6%
50	O=C(Nc1ccc(Cl)cc1)N1N=CCC1c1ccccc1 (centres undefined)	-16%[10 µM]	/	-2%	11%[9.22 µM]	/	-1%	0%
